Compound activity: PubChem, National Center for Advancing Translational Sciences (NCATS)
FEN1 inh: qHTS Assay for the Inhibitors of Human Flap endonuclease 1 (FEN1) | P39748 | Recombinant FEN1 flap cleavage, fluorescence, 15 min | Potency, µM (series often up to 114 µM), for inactives: top-dose activity change, negative = inhibition, usual class: inhibitors | actives 0.35% (n = 390,000) | AID 588795, 2011; further: nearly all actives have a fitted effect of over 65% in size
Target sequence (P39748 whole entry, looked up): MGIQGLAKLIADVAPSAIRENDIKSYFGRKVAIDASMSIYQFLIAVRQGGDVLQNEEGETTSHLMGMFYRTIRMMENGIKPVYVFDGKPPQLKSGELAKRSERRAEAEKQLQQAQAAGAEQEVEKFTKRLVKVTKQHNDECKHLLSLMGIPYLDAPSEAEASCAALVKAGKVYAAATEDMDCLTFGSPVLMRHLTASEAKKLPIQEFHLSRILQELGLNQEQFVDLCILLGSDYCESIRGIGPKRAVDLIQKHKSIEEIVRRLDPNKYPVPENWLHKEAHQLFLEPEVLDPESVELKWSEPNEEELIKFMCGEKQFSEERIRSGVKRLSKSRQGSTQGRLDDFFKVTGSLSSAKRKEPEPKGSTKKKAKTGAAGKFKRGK
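FEN1 at 10 nM, compound pretreatment for 15 min (room temperature), 50 nM final substrate to initiate; endpoint reads at 0 and 15 min; DMSO-only plates used as vehicle background.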
TDP1 block: qHTS Assay for Inhibitors of Tyrosyl-DNA Phosphodiesterase (TDP1) | actives 0.28% (n = 350,000) | Potency, µM (doses to about 130 µM), for the others: at the top dose activity change, negative = inhibition, most hits filed as inhibitors | recombinant TDP1, AlphaScreen DNA substrate cleavage | Tyrosyl-DNA phosphodiesterase 1 (Homo sapiens), Q9NUW8; further: nearly all actives have a fitted effect of over 40% in size
Target sequence (Q9NUW8 whole entry, looked up): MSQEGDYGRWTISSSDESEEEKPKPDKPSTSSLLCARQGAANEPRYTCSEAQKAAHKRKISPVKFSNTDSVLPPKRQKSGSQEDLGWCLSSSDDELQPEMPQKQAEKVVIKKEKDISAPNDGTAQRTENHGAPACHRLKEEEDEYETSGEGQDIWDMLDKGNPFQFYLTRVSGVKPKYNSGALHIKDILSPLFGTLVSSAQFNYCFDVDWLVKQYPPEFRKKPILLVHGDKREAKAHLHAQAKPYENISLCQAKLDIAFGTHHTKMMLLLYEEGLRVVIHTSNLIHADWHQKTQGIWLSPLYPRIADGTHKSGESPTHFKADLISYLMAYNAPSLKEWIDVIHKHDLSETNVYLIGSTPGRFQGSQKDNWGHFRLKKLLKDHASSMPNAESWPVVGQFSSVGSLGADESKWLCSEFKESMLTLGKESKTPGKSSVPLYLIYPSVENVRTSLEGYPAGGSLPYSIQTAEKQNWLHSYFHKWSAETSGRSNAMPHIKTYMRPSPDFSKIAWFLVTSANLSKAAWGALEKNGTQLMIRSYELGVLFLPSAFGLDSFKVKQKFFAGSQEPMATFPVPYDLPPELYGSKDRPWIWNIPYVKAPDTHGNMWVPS
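AlphaScreen read-out: signal falls as enzyme removes the 3' tyrosine-FITC from a 5'-biotinylated DNA oligo (15 nM, 5 min, RT). Enzyme was E. coli-made recombinant Tdp1 at 1 nM, exposed to compound for 15 min beforehand; beads 10 ug/ml, 10 min.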
N370S GC mod: qHTS Assay for Inhibitors and Activators of N370S glucocerebrosidase as a Potential Chaperone Treatment of Gaucher Disease; Lysosomal acid glucosylceramidase (Homo sapiens), P04062; N370S GC spleen homogenate, 4MU-glucoside fluorescence; Potency, µM (highest dose often 59.4 µM), for the others: top-dose activity change, negative = inhibition, usual class: inhibitors; actives 0.092% (n = 330,000); AID 2101, 2009;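 further: 0% = full enzyme activity and -100% = no enzyme basal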
Starred values were filed as active, the others as inactive; ? = inconclusive; · = not tested or not shown; & = joins results of further samples; [ ] = remark or other dose. The call rests on the fitted dose curve; in most records, active means well fitted curve in the direction sought with a large enough effect; inconclusive means small, poorly fitted or top-dose-only effect, or another doubt; inactive means no such curve, though single readings can be large; an effect the other way counts as inactive or inconclusive. Unless noted, on the % scale 0 is the no-effect control and ±100 the full control effect; potency means the concentration at half of the fitted maximal effect.

N370S GC mod | FEN1 inh | TDP1 block | SMILES
1% | -6% | 5% | CC1Cc2ccccc2N1S(=O)(=O)c1cccc(C(=O)c2nccn2C)c1 (stereo unspecified)
-1% | -1% | 5% | O=C(NN=C1CCCC1)c1cc(-c2ccc(F)cc2)nc2ccccc12
8% | -4% | -2% | CCCCOC(=O)/C(=C\c1ccc([N+](=O)[O-])o1)NC(=O)c1ccccc1
· | 2% | 5% | COc1ccccc1CNC(=O)c1ccc(CS(=O)c2ccccc2Cl)o1 (stereo unspecified)
7% | -18% | 8% | O=C(Nc1ccc(N2CCOCC2)cc1)c1cccc(S(=O)(=O)N2CCCCCC2)c1
· | -6% | 6% | O=C(Cn1cnc2onc(-c3ccc(F)cc3)c2c1=O)N1CCN(c2ccccc2F)CC1
· | -17% | 1% | CCOC(=O)[C@H]1[C@H]2COc3ccc(Br)cc3[C@@H]2N2C(=O)CN(Cc3ccc(C)cc3)C(=O)[C@@]12C
· | -7% | 0% | Cc1ccc(S(=O)(=O)C(CNC(=O)c2ccc(C(F)(F)F)cc2)c2ccco2)cc1 (stereo unspecified)
0% | 1% | 4% | COc1ccc(CNC(=O)c2noc(C(C)C)c2[N+](=O)[O-])cc1
-13% | 1% | -3% | COc1cccc(/C=C/C(=O)NCc2cn3cc(Cl)ccc3n2)c1OC
-5% | -7% | · | CC(C)(C)C(=O)N1CCN(c2nc3ccc(Cl)cc3s2)CC1
-1% | 10% | 2% | CCCC1(C(=O)OC)NC(c2ccco2)C2C(=O)N(C)C(=O)C21 (stereo unspecified)
· | 2% | -1% | CC1CCc2sc(C(=O)N3CCC(C(N)=O)CC3)cc2C1 (stereo unspecified)
· | 14% | 0%[56.1 µM] | CCN(C(=O)c1cccc(S(=O)(=O)N2CCc3ccccc32)c1)C1CCS(=O)(=O)C1 (stereo unspecified)
4% | -2% | 0% | COc1cc(OC)cc(OCC(O)Cn2ccnc2C)c1 (stereo unspecified)
· | -21% | 2%[2.28 µM] | CCc1ccc(-c2ccc(C(=O)Oc3ccc(Br)cc3)cc2)nc1
· | -14% | -2% | Cc1cc2nc(-c3ccc(OCc4ccccc4C)cc3)cc(C(F)(F)F)n2n1
5% | -5% | 1% | N#CCCn1nc(-c2ccc([N+](=O)[O-])cc2)cc1Nc1ccccc1NC(=O)C(F)(F)F
-2% | -11% | 2% | O=C(CN(c1cccc(Cl)c1)S(=O)(=O)c1ccccc1)NN=C1CCCC1
16% | -4% | · | Cc1cc(C)c2cc(C(=O)N3CCC(Cc4ccccc4)CC3)[nH]c2c1
0% | 7% | 5% | CCC(=O)N(Cc1cc(=O)[nH]c2ccccc12)C1CCCCC1
· | -21% | 3%[56.1 µM] | CCN(CC)C(=O)[C@H]1C[C@H](CC(=O)NCC23CC4CC(CC(C4)C2)C3)C(=O)N2CCc3c([nH]c4ccc(Cl)cc34)[C@]12C
5% | 16% | 3% | COc1cccc(CN2C(=O)CCC2(C)C(=O)NC2CCCCC2)c1 (stereo unspecified)
-12% | 0% | 12% | CCOC(=O)CN(C(=O)CNC(=O)c1ccco1)C(C(=O)NC1CCCCC1)c1cccc(OC)c1 (stereo unspecified)
· | 22% | 5% | COc1cc(C)ccc1OCCSc1nc(-c2cccc(C)c2)nc2cc(=O)[nH]n12
9% | · | 6% | O=C(OCC(COC(=O)c1ccccc1)(COC(=O)c1ccccc1)COC(=O)c1ccccc1)c1ccccc1
-5% | 0% | 3% | CC(C)Oc1ccccc1/C=N/NC(=O)C1CCCC1
17% | 3% | 1% | COc1ccc(NC(=O)CSc2nc3ccsc3c(=O)n2CCCCCC(=O)O)cc1
-3% | 11% | 1% | COc1c(C)cc(Br)cc1C(=O)Nc1ccc(C)cc1[N+](=O)[O-]
3% | -1% | 4% | N#Cc1ccsc1NC(=O)CSc1ncn[nH]1
-2% | 2% | -9% | COCCn1c(C)cc(C(=O)CSc2ncn[nH]2)c1C
-10% | 6% | 4% | CCCn1nc(C(=O)NNC(=O)c2cccc(S(=O)(=O)NC(C)C)c2)c2ccccc2c1=O
-12% | 3% | -18%[0.505 µM] | O=C(Nc1ccccc1N1CCOCC1)C1=NN(c2ccccc2)C(=O)CC1
-3% | -19% | 11% | CC1=C(C(=O)OC2CCCCC2)C(c2ccc(C)o2)C2=C(CCCC2=O)N1 (stereo unspecified)
10% | -3% | 2% | C[C@@H]1C=C(C(=O)NC2CC2)O[C@H](OCc2ccc(CO)cc2)C1
3% | -4% | 5% | COc1ccc(N(Cc2cc3cccc(C)c3[nH]c2=O)S(=O)(=O)c2ccc(Cl)cc2)cc1
-9% | -1% | 2% | CCc1ccc(CNC(=O)c2ccc(OC3CCN(C(C)=O)CC3)c(OC)c2)nc1
-2% | 5% | 2% | CCOc1ccc(N2C(=O)CC(N3CCN(c4ccccc4F)CC3)C2=O)cc1 (stereo unspecified)
-1% | -2%&-3% | 5%&7% | Cc1ccc2c(c1)N(CC(=O)NCCCN1CCCCC1C)C(=O)c1cccnc1O2 (stereo unspecified)
-18% | 14% | 2% | CC(=O)c1cccc(NC(=S)NC(=O)c2ccccc2)c1
· | 1% | 0% | Cn1cccc1C(=O)OCC(=O)NCCCc1ccccc1
6% | 20% | 2% | CCN(CC)S(=O)(=O)c1cccc(-c2n[nH]c(=S)n2Cc2ccccc2)c1
9% | 6% | 4% | S=C(NCCc1ccccc1)NCC1CCCO1 (stereo unspecified)
-4% | 4% | 8% | O=C(NC1CCCc2ccccc21)C1CCN(S(=O)(=O)c2ccccc2F)CC1 (stereo unspecified)
· | -10% | 3% | Cc1ccc(-n2c(=O)c3c(c4cc(C)ccc4n3C)n(CC(=O)Nc3cc(C)cc(C)c3)c2=O)cc1
25% | 7% | 3% | CCn1cc(/C=N\NC(=O)c2ccc(Cl)cc2)cn1
· | 16% | 2% | COc1ccc(CCNC(=O)CCCCn2c(=O)c3ccccc3n(Cc3ccccc3Cl)c2=O)cc1OC
? | -20% | 0% | O=C(CSc1ccc(Cl)cc1)N1CCC(c2nc3ccccc3s2)CC1
· | 1% | 5% | Cc1ccc(C)c(S(=O)(=O)c2nnn3c2nc(NC(C)C)c2sccc23)c1
-1% | 1% | 7% | COc1ccc(S(=O)(=O)Nc2nnc(C(C)C)s2)cc1

(cont.)
N370S GC mod | FEN1 inh | TDP1 block | SMILES
-5% | -6% | · | O=C(CSc1nnc(COc2ccc(Cl)cc2)o1)NC1CCCCC1
-4% | 2% | 5% | CCCCOc1ccc(C(=O)NCCCC(=O)N2CCCCC2)cc1
8% | ? | -1% | O=C(/C(=N/N=C/c1ccc(O)c(O)c1O)c1ccccc1)c1ccccc1
· | -18% | 8% | O=C1N(Cc2ccccc2)c2ccc(Cl)cc2C1(O)c1c[nH]c2ccccc12 (stereo unspecified)
· | -4% | 16% | Cc1ccc(-c2csc(=Nc3ccccc3)n2CCCO)cc1
15% | -2% | -2% | O=C1CCCc2ccccc2N1Cc1ccccc1
0% | -15% | 3% | CCN(CC)C(=O)c1cncc(C(=O)N(CC)CC)c1-c1ccccc1
3% | -3% | -3% | CCCOC(=O)/C(=C\C=C\c1ccccc1)NC(=O)c1ccccc1
-1% | 7% | 4% | CCn1cc([N+](=O)[O-])c(C(=O)Nc2c(C)nn(Cc3c(F)c(F)c(F)c(F)c3F)c2C)n1
9% | -17% | · | Cc1onc(-c2c(F)cccc2Cl)c1C(=O)Nc1cccc2nsnc12
4% | -6% | -4% | CC(C)(C)C(=O)NCCc1nc2ccccc2n1CC(=O)c1ccccc1
0% | 13% | -4% | Cc1onc(-c2ccccc2)c1C(=O)NC1CC1
-2% | -18% | · | CCN1CCN(C(=O)CSc2nc3c(c(=O)n(C)c(=O)n3C)n2C)CC1
-8% | -10% | 1% | Cc1ccc(CCNC(=O)CNS(=O)(=O)c2ccc3nc(C)sc3c2)cc1
-3% | -6% | · | C=CCNC(=S)NNC(=O)C(CC(C)C)CC(C)O (stereo unspecified)
1%&7% | 7% | 1%&3% | O=C1NCCc2c1[nH]c1ccccc21
· | -7% | -12% | O=C(CCC(=O)c1ccc(Cl)s1)Nc1ncccc1O
6% | 2% | 0% | CSc1nc2ccc(NC(=O)c3cc4ccccc4o3)cc2s1
· | 1% | -6% | Cc1ccc(CN2CC(C(=O)NNC(=O)c3ccc(F)cc3)CC2=O)cc1 (stereo unspecified)
-13% | 16% | 9% | COc1ccc(-c2[nH]ncc2CN2CCC(O)(c3ccc(Cl)cc3)CC2)cc1
4% | -15% | -5% | C(/CCc1ccccc1)=N\n1cnnc1
-12% | -21% | ? | O=C(NCCCSc1ccccc1)c1cc(Cl)ccc1O
1% | 20% | 0% | Cc1cc(SCc2ccccc2C)nc(=O)[nH]1
-7% | -4% | · | NNC(=O)c1ccc(COc2ccc3ccccc3c2)cc1
-14% | -20% | · | COC(=O)c1cnc(Oc2c(Cl)cc(N)cc2Cl)cc1C(F)(F)F

A portion from further up:
N370S GC mod | FEN1 inh | TDP1 block | SMILES
-8% | -10% | 1% | Cc1ccc(CCNC(=O)CNS(=O)(=O)c2ccc3nc(C)sc3c2)cc1
-3% | -6% | · | C=CCNC(=S)NNC(=O)C(CC(C)C)CC(C)O (stereo unspecified)
1%&7% | 7% | 1%&3% | O=C1NCCc2c1[nH]c1ccccc21
· | -7% | -12% | O=C(CCC(=O)c1ccc(Cl)s1)Nc1ncccc1O
6% | 2% | 0% | CSc1nc2ccc(NC(=O)c3cc4ccccc4o3)cc2s1
· | 1% | -6% | Cc1ccc(CN2CC(C(=O)NNC(=O)c3ccc(F)cc3)CC2=O)cc1 (stereo unspecified)
-13% | 16% | 9% | COc1ccc(-c2[nH]ncc2CN2CCC(O)(c3ccc(Cl)cc3)CC2)cc1

Next section.
N370S GC mod | FEN1 inh | TDP1 block | SMILES
-6% | 2% | 4% | CC(=O)c1c(C)[nH]c(C(=O)Nc2nccs2)c1C
21% | -8% | -2% | CC(=O)C1=C(C)NC(SCC(=O)c2ccc(F)cc2)=C(C#N)C1c1ccco1 (stereo unspecified)
-1% | 2% | 0% | O=c1cc(Nc2ccc3c(c2)OCCO3)[nH]c(=O)n1C1CCCCC1
4% | -12% | 8% | COc1ccc(C(=O)CSc2n[nH]c(N)n2)cc1
· | 5% | 2% | Cc1ccc(N2C(=O)C(CN(C)C)C2c2ccccc2)cc1 (stereo unspecified)
-5% | -1% | · | CSc1ncc(C(=O)Nc2ccc(Cl)cc2)c(C)n1
5% | 0% | -1% | CCCCNc1nc2cccnc2s1
· | 10% | -9% | Cc1ccc(S(=O)(=O)NCc2ccccc2)cc1C(=O)NCCc1ccc(S(N)(=O)=O)cc1
-4% | -12% | 5% | CCOC(=O)C(Cc1ccccc1)NC(=O)CCc1nnc2ccc(N3CCOCC3)nn12 (stereo unspecified)
-3% | 19% | 1% | CC1CC(C)CN(S(=O)(=O)c2ccc3c(c2)CCN3C(=O)CCC(=O)O)C1 (stereo unspecified)
1% | 21% | 8% | O=c1cc(CN2CCN(S(=O)(=O)c3ccccc3[N+](=O)[O-])CC2)nc2sccn12
? | -17% | 0% | Cc1ccc(C2=NCCn3nc4cc(C(F)(F)F)ccc4c32)cc1
17% | 4% | 3% | O=C(COc1ccc2c(c1)C(=O)CC1(CCCCC1)O2)NCc1ccccc1
4% | 20% | -1% | CCSc1nnc2n(-c3ccc(OC)cc3)c(=O)c3c4c(sc3n12)CCCC4
· | -19% | 3% | CCc1ccc(NC(=O)CC2C(=O)N(c3cccc(C)c3)C(=O)N2Cc2cccc(OC)c2)cc1 (stereo unspecified)
-8% | -1% | 7% | CCCCN(CCCC)Cc1ccc(N)cc1
· | 14% | 2% | CCOC(=O)c1ccc(NC(=O)C(Cc2ccccc2)NS(=O)(=O)c2ccc(Br)s2)cc1 (stereo unspecified)
16% | 16% | · | CCCCc1cc(=O)oc2cc(OCC(=O)N3C[C@H]4C[C@@H](C3)c3cccc(=O)n3C4)ccc12
· | -22% | 1% | CCN(CC)S(=O)(=O)c1ccc(Cl)c(NC(=S)NC(=O)C2CCCC2)c1
? | -14% | 6% | O=C(O)CC/C(=N\Nc1ccc(S(=O)(=O)N2CCOCC2)cc1[N+](=O)[O-])c1cccs1
-1% | 2% | 0% | O=C(CCNC(=O)C1CCN(S(=O)(=O)c2ccccc2)CC1)NCc1ccccc1Cl
10% | 28% | 1% | Cc1ccn2c(NC3CCCCC3)c(C)nc2c1
-4% | 0% | 0% | Cc1cc(S(=O)(=O)n2ccnc2)c(Cl)cc1Cl
· | -12% | -1% | COc1ccc(C)cc1NC(=O)c1cc2c(=O)n3cccc(C)c3nc2s1
1% | 17% | · | CCCCC(=O)Nc1nnc(/C=C/c2ccc(OC)cc2)s1
-12% | 5% | -8% | CCCC(C)NC(=S)Nc1cc(C)cc(C)c1 (stereo unspecified)

An excerpt of these results, with two lines to a compound:
Under each structure – N370S GC mod	FEN1 inh	TDP1 block
- COc1ccc(C(=O)CSc2n[nH]c(N)n2)cc1
  4%	-12%	8%
- Cc1ccc(S(=O)(=O)NCc2ccccc2)cc1C(=O)NCCc1ccc(S(N)(=O)=O)cc1
  ·	10%	-9%
